NSD2 inh = NSD2 histone methyltransferase inhibitors, primary screen, biochemical, AlphaScreen, single concentration, set 2 | NSD2 peptide methylation, 120 min | actives 0.54% (n = 310,000) | inhibition, % at 12.5 µM | Histone-lysine N-methyltransferase NSD2 (Homo sapiens), O96028; in the data active means inhibition above about 50%
Target sequence (O96028 whole entry, looked up): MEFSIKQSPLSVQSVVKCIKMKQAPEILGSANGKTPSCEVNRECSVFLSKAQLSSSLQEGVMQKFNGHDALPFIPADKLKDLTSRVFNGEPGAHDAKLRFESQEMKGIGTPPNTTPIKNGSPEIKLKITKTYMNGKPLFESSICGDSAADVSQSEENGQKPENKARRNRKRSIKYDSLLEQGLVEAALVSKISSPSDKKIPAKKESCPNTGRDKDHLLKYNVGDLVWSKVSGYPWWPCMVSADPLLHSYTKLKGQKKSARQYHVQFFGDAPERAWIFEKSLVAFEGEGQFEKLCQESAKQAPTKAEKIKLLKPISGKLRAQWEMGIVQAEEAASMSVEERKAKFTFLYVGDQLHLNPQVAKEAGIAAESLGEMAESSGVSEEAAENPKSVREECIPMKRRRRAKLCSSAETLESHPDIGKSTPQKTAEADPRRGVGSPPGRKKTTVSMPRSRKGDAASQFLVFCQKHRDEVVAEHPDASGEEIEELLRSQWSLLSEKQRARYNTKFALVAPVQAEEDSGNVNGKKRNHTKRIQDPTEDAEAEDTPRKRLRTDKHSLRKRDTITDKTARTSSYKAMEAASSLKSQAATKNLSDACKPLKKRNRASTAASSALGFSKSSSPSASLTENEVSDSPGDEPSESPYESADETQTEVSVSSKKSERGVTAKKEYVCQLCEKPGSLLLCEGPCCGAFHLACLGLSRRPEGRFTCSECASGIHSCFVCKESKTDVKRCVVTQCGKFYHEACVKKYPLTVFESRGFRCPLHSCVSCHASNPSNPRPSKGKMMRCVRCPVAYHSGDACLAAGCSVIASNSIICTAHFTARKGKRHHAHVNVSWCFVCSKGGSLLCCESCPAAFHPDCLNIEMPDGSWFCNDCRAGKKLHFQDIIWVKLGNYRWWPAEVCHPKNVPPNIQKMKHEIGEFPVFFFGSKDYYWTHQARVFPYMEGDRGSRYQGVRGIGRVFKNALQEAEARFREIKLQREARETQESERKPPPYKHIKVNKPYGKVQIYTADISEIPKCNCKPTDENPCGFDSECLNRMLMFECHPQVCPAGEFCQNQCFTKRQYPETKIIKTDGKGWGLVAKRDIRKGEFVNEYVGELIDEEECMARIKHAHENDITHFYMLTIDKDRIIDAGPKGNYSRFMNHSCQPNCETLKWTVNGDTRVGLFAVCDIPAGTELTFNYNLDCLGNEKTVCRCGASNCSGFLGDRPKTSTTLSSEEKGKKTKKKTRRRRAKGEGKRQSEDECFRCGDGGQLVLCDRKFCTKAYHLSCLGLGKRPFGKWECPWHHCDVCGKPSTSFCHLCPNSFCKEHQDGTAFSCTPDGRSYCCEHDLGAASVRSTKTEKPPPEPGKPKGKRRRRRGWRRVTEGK
CDK5 p35 inh = inhibitors of human CDK5/p35 kinase, primary screen, biochemical, single concentration | AID 488839, 2010 | actives 0.01% (n = 330,000) | Recombinant CDK5/p35, ADP-Glo luminescence, 60 min | Cyclin-dependent kinase 5 (Homo sapiens) + Cyclin-dependent kinase 5 activator 1 (Homo … | inhibition, % at 10 µM;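 active means highest replicate inhibition of at least 50% and at least 75% of replicates reaching 50%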;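 further: plate controls were DMSO neutral control for no effect and GW8510 at 10 µM for full effect; many of its hits are not listed in these tables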
Keap1 Nrf2 FP = Keap1-Nrf2 protein-protein interaction inhibitors, primary screen, biochemical, fluorescence polarization, single point; AID 504523, 2011; inhibition, % at 9.4 µM; actives 0.15% (n = 340,000); Keap1 Kelch-Nrf2 peptide fluorescence polarization, 1536-well; Kelch-like ECH-associated protein 1 (Homo sapiens), Q14145; in the data active means inhibition above about 12%;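 further: human Keap1 Kelch domain with fluorescein labeled Nrf2 9mer peptide probe; 0% = neutral control wells and 100% = peptide positive control; higher means more block of Keap1 binding to Nrf2 peptide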
PvdQ inh = P. aeruginosa PvdQ acylase inhibitors, primary screen, biochemical, fluorescence, plate reader and imaging, single point. PvdQ acylase [Pseudomonas aeruginosa LESB58]. purified PvdQ acylase. inhibition, % at 10 µM. actives 0.063% (n = 340,000); in the data active means inhibition above about 30%, passing the limit was not always enough;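 further: 0% = vehicle neutral wells and 100% = reference inhibitor wells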
LANA DNA inh = inhibitors of KSHV C-LANA binding to DNA, primary screen, biochemical, fluorescence polarization, FAM-LBS DNA, MBP-C-LANA, single point; Kaposi's sarcoma herpesvirus LANA C-terminal domain (residues 932-1162) DNA binding; inhibition, % at 9 µM; actives 0.078% (n = 340,000); AID 504423, 2011;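 active means highest replicate inhibition at or above 60% at 9 µM, even if other replicates fall short; inactive means all replicates below 60% inhibition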;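 further: 0% = neutral control wells and 100% = 4 µM acridine orange control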
Rtt109 HAT inh = inhibitors of C. albicans Rtt109/Vps75 HAT, primary screen, biochemical, ThioGlo CoA-SH fluorescence, plate reader | Histone acetyltransferase RTT109 (Candida albicans (strain SC5314 / ATCC MYA-2876)), … | purified Rtt109/Vps75, 4 h | inhibition, % at 34.9 µM | actives 0.16% (n = 330,000) | AID 540336, 2011;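 active means inhibition of at least 50% in every replicate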
cardiac RTF act = cardiac RTF calcium sensitivity activators, primary screen, biochemical, IANBD-TnC fluorescence, EC20 calcium; IANBD-labeled TnC RTF fluorescence at EC20 calcium; 0% EC20 calcium, 100% full calcium; activation, % at 7.2 µM; actives 0.24% (n = 340,000); AID 493008, 2010;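 active means activation above the mean over all tested compounds plus 3 SD, cut at about 30% in these data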;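 further: rise in fluorescence read as greater calcium sensitivity of cardiac thin filaments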
Cardiac RTF inh = cardiac RTF calcium sensitivity inhibitors, primary screen, biochemical, IANBD-TnC fluorescence, EC70 calcium. IANBD-labeled cardiac RTF, Ca2+ fluorescence. inhibition, % at 7.15 µM. actives 0.12% (n = 340,000). AID 493244, 2011;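 active means inhibition above the mean inhibition of all tested compounds plus 3 SD, cut at about 17% in these data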;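 further: assay run at fixed EC70 calcium of 1.6 mM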
dFosB act = activators of delta FosB homodimer, primary screen, biochemical, fluorescence polarization, TAMRA-CDK5 oligo, single point; Protein FosB (Mus musculus), P13346; purified delta FosB; percent of positive-control signal above neutral wells; activation, % at 25 µM; actives 0.99% (n = 340,000);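 active means mean activation above about 17%, with every replicate also reaching it, limit read from the data, passing the limit was not always enough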;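 further: fluorescence polarization rise as delta FosB binds a TAMRA Cdk5 AP-1 oligo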
PfHsp90 yeast 2 = growth inhibition of PfHsp90-expressing yeast, primary screen, antimalarial PfHsp90 inhibitor project, S. cerevisiae, BacTiter-Glo luminescence, single point, set 2; BacTiter-Glo ATP, 48 h; yeast lacking PDR1 and PDR3 efflux regulators; inhibition, % at 9.4 µM; actives 0.32% (n = 310,000); AID 504621, 2011;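 active means every replicate shows inhibition above about 80%, whatever the replicate mean, limit read from the data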;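 further: 0% = DMSO neutral controls and 100% = 20 µM radicicol positive controls; yeast relying on Plasmodium falciparum Hsp90 in place of its own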
SUMO Mot1 rescue = yeast Mot1-301 growth rescue at high temperature, primary screen, SUMOylation pathway inhibitor project, S. cerevisiae, ATP luminescence, 38.5C; actives 1% (n = 320,000); growth rescue, % at 18.8 µM; AID 2716, 2010; S. cerevisiae Mot1-301 growth rescue; percent above DMSO median, 100 means doubled;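 active means every valid replicate shows activation above 250% relative to neutral control wells; inactive means the rest, any valid replicate at or below 250%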;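 further: OY570 slx delta 5 strain wells were the positive control but not used for scaling; some compounds called inactive have numbers as strong as hits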
An asterisk follows results filed as active; x = no result given.

Compound	NSD2 inh	CDK5 p35 inh	Keap1 Nrf2 FP	PvdQ inh	LANA DNA inh	Rtt109 HAT inh	cardiac RTF act	Cardiac RTF inh	dFosB act	PfHsp90 yeast 2	SUMO Mot1 rescue
COc1ccc(C)cc1NC(=O)C1CC(=O)OC12CCCCC2 (centres undefined)	1	0.1	7	10	1.6	9	-1	-5	-4	x	-6
Cn1nc(C(C)(C)C)cc1C(=O)NCc1cc(F)cc2c1OCOC2	x	0.2	-4	-19	0.5	1	-1	-14	-12	8	5
O=C(Nc1ccccc1C(=O)O)c1ccc(N2C(=O)C3CC=CCC3C2=O)cc1 (centres undefined)	5	-0.2	-2	0	9.2	-1	-2	-9	-15	-15	-3
C=C(C)C1CC=C(C)/C(=N\NC(=O)CNc2ccccc2OC)C1 (centres undefined)	4	-0.6	0	-3	0.4	5	-1	-9	-11	6	16
Cc1ccccc1NC(=O)N1C2CCCC1CC(NC(=O)C1CC1)C2 (centres undefined)	2	0.3	2	-13	-1.0	-10	-6	-12	0	0	7
O=S(=O)(Nc1cccc2cccnc12)c1ccc(S(=O)(=O)N2CCCC2)cc1	x	0.1	-9	-10	-2.3	-2	11	-13	-16	-59	-19
CCN(CC)CCNc1nc(-c2ccco2)c2c(c1C#N)CC(C)(C)OC2	6	2.6	-4	-11	1.6	-22	7	-6	-7	-11	-8
Cc1ccc(CNC(=O)c2nc3nc(C)cc(C)n3n2)cc1	1	0.7	-2	-20	-1.7	-37	3	0	-5	11	-1
CCCN(CC#CC(O)(c1ccccc1)c1cccnc1)CCC (centres undefined)	3	0.0	-5	-15	0.4	-4	0	-17	-9	-10	304
O=S(=O)(c1ccccc1F)N1CCc2ccccc2C1	-4	-1.5	4	-1	-1.0	2	-9	-1	-10	12	40
O=C(NNC(=O)c1ccccc1F)c1cccc(Cl)c1	-7	1.8	-5	-6	-1.0	-5	-5	-4	5	3	2
COc1ccc(C)cc1NC(=O)CCCN1C(=O)C2CC=CCC2C1=O (centres undefined)	0	1.3	-7	-8	-0.7	-1	-5	-4	-6	-3	-3
O=C(Nc1nnc(-c2ccco2)o1)c1ccc(N2C(=O)CCC2=O)cc1	-3	-0.6	-4	-6	-0.1	8	-4	-3	-2	x	0
Cc1cc(C)cc(NC(=O)c2cnn(-c3ccccc3)c2C2CCNCC2)c1	0	2.6	-2	6	0.2	x	-3	7	-6	9	0
CC(C)n1nc(C(=O)Nc2ccccc2N2CCOCC2)c2ccccc2c1=O	3	1.4	-1	14	0.3	-1	5	-1	1	6	-4
CCNc1nc(Cl)nc(N(NC(C)=O)C(C)C)n1	2	0.4	2	-10	-0.4	1	-2	-12	-2	-14	-32
CN(C)CC1CCCCC1OC(=O)c1ccc(Cl)cc1 (centres undefined)	3	-0.7	2	-5	-1.7	-12	-1	3	-7	-20	1
COc1cc(CN2CC(=O)N(c3cc(Cl)ccc3C)C2=S)cc(OC)c1OC	-4	0.6	1	-13	0.8	-1	3	-6	-20	23	64
Cc1ccccc1/C=N/N1C(=O)CSC1=S	-5	0.0	3	-3	15	0	3	-3	5	-14	75
COc1ccc(/C=C/C(=O)CC(O)(c2ccccc2)C(F)(F)F)cc1 (centres undefined)	-2	-0.2	5	-6	2.5	-12	0	-6	-15	x	10
O=C(OCc1nnc(-c2ccccc2)o1)c1cc(=O)[nH]c2ccccc12	-2	-2.3	-5	-14	1.5	-2	6	-12	-1	x	-18
CSc1nc(C(=O)N2CCCC(N3CCN(c4ccccc4C)CC3)C2)cs1 (centres undefined)	3	-0.6	-3	-13	0.6	3	0	-2	-7	10	5
Cc1ccccc1C(=O)Nc1nnc(-c2ccco2)s1	-3	-1.2	-2	28	-1.1	-10	0	1	1	-3	174
Cc1cc(Cl)c(O)c(-n2nc3ccccc3n2)c1	2	0.6	-2	-5	-0.8	-8	-4	1	1	9	0
Cc1ccccc1CC1(CO)CCCN(Cc2ccc3c(c2)OCCO3)C1 (centres undefined)	1	-2.0	2	-8	0.2	x	-2	2	-8	-11	2
COC(=O)c1cc(NC(=O)C(C)c2ccc(CC(C)C)cc2)ccc1O (centres undefined)	2	-1.2	0	-14	1.1	-2	x	x	-8	48	13
COc1cc(CCC(=O)Nc2nnc(C)s2)cc(OC)c1OC	3	3.2	-4	-8	-0.9	0	0	-1	6	26	2
CCOC(=O)C1CCN(C(c2cccc(F)c2)c2sc3nc(C)nn3c2O)CC1 (centres undefined)	x	-0.3	3	7	1.0	-5	-2	-2	-11	-22	2
Cc1nc2ccccc2n1C1CC(=O)N(N(C)C)C1=O (centres undefined)	x	3.9	-1	-10	1.7	-14	-1	-11	0	6	-8
C=CC[C@H](CC(=O)NCCO)C(=O)N[C@@H](C)COC(=O)[C@@H](CC=C)CC(=O)OC(C)(C)C	x	1.7	-3	-6	0.5	1	5	0	-8	-2	-7
CC(=O)N1CCOc2ccc(S(=O)(=O)N3CCC(C(=O)Nc4ccc(C)c(C)c4)CC3)cc21	0	0.0	-4	-15	0.1	4	2	-6	-1	15	8
CCOCCCNCC(=O)N1CCN(S(=O)(=O)c2ccc(C)cc2)CC1	-1	0.1	4	-7	0.7	-13	-3	0	0	-9	-3
CCCc1cc(=O)[nH]c(SCC(=O)N(CC)C2CCS(=O)(=O)C2)n1 (centres undefined)	-1	-0.1	3	-14	0.0	-8	4	-1	1	12	19
COc1ccc(/C=C/C(=O)Nc2ccccc2C(=O)NCC(c2ccc(OC)cc2)N(C)C)cc1 (centres undefined)	-1	0.1	1	0	1.6	0	-4	1	-2	-10	-15
NS(=O)(=O)c1cccc(NC(=O)CNC(=O)CC23CC4CC(CC(C4)C2)C3)c1	2	0.6	2	-2	-1.7	0	-1	-3	-8	-5	1
COc1ccc2c(c1)C=C(C(=O)NCc1ccc(Cl)cc1)CO2	3	0.1	3	-6	-0.2	0	2	-1	-6	98*	718
CCn1c(O)c(/C=N/N=C2CCCCC2)c2cc(C3=NNC(=O)CC3)ccc21	21	-0.2	-8	-3	1.6	-6	3	-9	-7	18	3
COCCn1c(SCC(=O)NC2CC2)nnc1-c1ccco1	29	0.5	-6	-8	-0.7	-4	-3	-35	2	-8	92
Cc1nn(C)c(C)c1S(=O)(=O)N1CCc2ccccc21	-1	-0.3	-4	6	0.4	9	-4	-7	6	-4	8
Cc1ccccc1NC(=O)Cc1nc(COC(=O)c2ccc(NC(N)=O)cc2)cs1	5	0.2	-10	-10	3.7	-6	-3	-7	-16	x	9
O=C(CC1C(=O)NCCN1Cc1ccc(F)cc1)NCCOc1cccnc1 (centres undefined)	0	0.9	2	-10	2.8	-12	9	-9	-6	3	13
COc1ccc(CNC(=O)C/C(C)=N/NC(=O)COc2ccc(Br)cc2)cc1	1	-1.0	2	-5	0.3	x	-1	-11	-1	5	4
CSc1ccccc1NC(=O)CN(C)CC(=O)NCc1ccccc1	-3	0.7	-4	-9	0.1	-1	0	-1	-6	16	2
COc1cc2c(cc1OC)C1CCN3C(=O)CCC3N1CC2 (centres undefined)	0	1.5	5	-15	-25	1	2	-13	-7	25	x
CCOc1cc(C2c3c(oc4ccccc4c3=O)C(=O)N2c2nccs2)ccc1O (centres undefined)	1	0.5	-1	-10	0.2	-16	0	-10	14	-26	5
Cc1ccc(C(=O)COC(=O)CCC(=O)NC2CCCCC2)cc1C	-1	-0.1	2	-8	2.1	3	3	1	-2	-3	x
COc1ccc(C2NC(=O)c3ccccc3O2)c(OC)c1OC (centres undefined)	-4	-3.8	-6	-11	1.5	6	1	-6	-9	40	263
Cn1nc(CC(=O)NC2CCCCCC2)c2ccccc2c1=O	x	-1.2	-3	-6	-0.7	-6	-3	-2	-1	-1	-2
Cc1c(N=C2SC(CC(=O)Nc3ccccc3)C(=O)N2CCN2CCOCC2)c(=O)n(-c2ccccc2)n1C (centres undefined)	1	-5.0	-9	-25	0.2	-8	4	0	-12	-10	-8
CC(=O)CS(=O)(=O)c1ccc(Oc2ccc(S(=O)(=O)CC(C)=O)cc2)cc1	1	1.3	-1	-9	4.7	3	-1	-8	-1	7	0

Next structures follow.
Compound	NSD2 inh	CDK5 p35 inh	Keap1 Nrf2 FP	PvdQ inh	LANA DNA inh	Rtt109 HAT inh	cardiac RTF act	Cardiac RTF inh	dFosB act	PfHsp90 yeast 2	SUMO Mot1 rescue
Cc1cc(-c2ccccc2)nc(Oc2cccc(C(F)(F)F)c2)c1S(C)(=O)=O	-4	1.8	-2	6	-0.8	7	-8	-5	-8	9	-7
COc1ccc(C)cc1NC(=O)CSc1nc2ccccc2nc1N1CC(C)OC(C)C1 (centres undefined)	x	0.2	-4	-5	0.6	5	-3	-3	1	-5	-9
O=C(COC(=O)/C=C/c1cccc(Cl)c1Cl)Nc1ccc2[nH]c(=O)[nH]c2c1	0	0.5	-8	-5	0.1	2	0	-1	35*	5	12
CC1CCC(NC(=O)C2CCN(c3cnccn3)CC2)CC1 (centres undefined)	-4	-1.4	-1	-18	0.6	-4	-1	-3	7	x	12
COc1cccc(Cl)c1NC(=O)N1CCN(c2cc(C)nc3ccccc23)CC1	-3	-1.9	-6	-10	2.7	7	11	-15	-13	-14	3
O=C(CCCN1CCOCC1)c1ccc2c(c1)OCCO2	-3	0.1	2	-17	1.0	x	1	-6	2	8	11
COc1ccc(Cl)cc1NC(=O)CN1CCc2ccccc2C1	-2	-1.5	1	-11	0.3	-2	-2	-6	-6	-1	3
N#Cc1ccccc1OCC(=O)OCC(=O)NC1CCCCC1	-1	2.4	2	8	1.5	-1	7	-13	2	x	x

Some of the entries so far, field by field.
> O=C(CCCN1CCOCC1)c1ccc2c(c1)OCCO2
- NSD2 inh = -3
- CDK5 p35 inh = 0.1
- Keap1 Nrf2 FP = 2
- PvdQ inh = -17
- LANA DNA inh = 1.0
- Rtt109 HAT inh = x
- cardiac RTF act = 1
- Cardiac RTF inh = -6
- dFosB act = 2
- PfHsp90 yeast 2 = 8
- SUMO Mot1 rescue = 11

> COc1ccc(Cl)cc1NC(=O)CN1CCc2ccccc2C1
- NSD2 inh = -2
- CDK5 p35 inh = -1.5
- Keap1 Nrf2 FP = 1
- PvdQ inh = -11
- LANA DNA inh = 0.3
- Rtt109 HAT inh = -2
- cardiac RTF act = -2
- Cardiac RTF inh = -6
- dFosB act = -6
- PfHsp90 yeast 2 = -1
- SUMO Mot1 rescue = 3
